Screens as filed in PubChem.
CDK5 p35 inh: inhibitors of human CDK5/p35 kinase, primary screen, biochemical, single concentration. Cyclin-dependent kinase 5 (Homo sapiens) + Cyclin-dependent kinase 5 activator 1 (Homo …. Recombinant CDK5/p35, ADP-Glo luminescence, 60 min. inhibition, % at 10 µM. actives 0.01% (n = 330,000). AID 488839, 2010;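 active means highest replicate inhibition of at least 50% and at least 75% of replicates reaching 50%; inconclusive means only one of the two criteria met; inactive means both criteria failed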;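 further: plate controls were DMSO neutral control for no effect and GW8510 at 10 µM for full effect; many of its hits are not listed in these tables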
Target sequence (Q00535 whole entry, looked up): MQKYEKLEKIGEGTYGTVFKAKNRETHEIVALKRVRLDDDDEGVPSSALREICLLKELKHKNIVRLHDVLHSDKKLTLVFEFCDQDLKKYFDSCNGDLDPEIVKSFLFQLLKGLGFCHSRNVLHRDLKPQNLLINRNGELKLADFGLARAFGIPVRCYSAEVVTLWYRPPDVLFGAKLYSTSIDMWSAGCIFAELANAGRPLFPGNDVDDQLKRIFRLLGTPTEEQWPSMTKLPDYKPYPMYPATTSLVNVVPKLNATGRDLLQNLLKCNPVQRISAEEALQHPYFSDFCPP
Target sequence (Q15078 whole entry, looked up): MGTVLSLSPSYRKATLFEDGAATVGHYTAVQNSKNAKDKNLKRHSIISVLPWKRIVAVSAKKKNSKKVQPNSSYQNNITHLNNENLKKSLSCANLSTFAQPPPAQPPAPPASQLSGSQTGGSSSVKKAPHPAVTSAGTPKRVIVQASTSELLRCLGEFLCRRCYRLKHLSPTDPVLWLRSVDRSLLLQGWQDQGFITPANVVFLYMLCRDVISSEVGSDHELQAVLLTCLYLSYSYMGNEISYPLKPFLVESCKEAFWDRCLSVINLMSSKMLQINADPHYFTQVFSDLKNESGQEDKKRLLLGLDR
CAL PDZ FP-1: CAL PDZ peptide-binding inhibitors, primary screen, biochemical, fluorescence polarization, Cer-tagged CAL PDZ, HTS; inhibition, % at 20 µM; AID 504414, 2011; actives 0.02% (n = 330,000); purified CAL PDZ, TMR-peptide fluorescence polarization, 1 h;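 active means highest replicate inhibition of at least 40%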;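 further: plate controls were DMSO neutral control wells for no effect and unlabeled competitor peptide control wells for full effect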
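System: purified tagged CAL PDZ domain construct (CerCALP). Schedule: 1 h incubation at room temperature before polarization reading. Medium: 25 mM sodium phosphate pH 7.4, 150 mM NaCl, TCEP, IgG, Thesit. Read-out: percent inhibition from loss of millipolarization. Measured by: FP readout, S and P plane fluorescence. Probe or stimulus: fluorescent TMR peptide probe.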
dFosB act: activators of delta FosB homodimer, primary screen, biochemical, fluorescence polarization, TAMRA-CDK5 oligo, single point. Protein FosB (Mus musculus), P13346. AID 493131, 2011. activation, % at 25 µM. purified delta FosB; percent of positive-control signal above neutral wells. actives 0.99% (n = 340,000);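 active means mean activation above about 17%, with every replicate also reaching it, limit read from the data, passing the limit was not always enough; inconclusive means only one of the two conditions met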;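 further: fluorescence polarization rise as delta FosB binds a TAMRA Cdk5 AP-1 oligo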
V-ATPase pHluor: regulators of yeast V-ATPase proton pumping, primary screen, pHLuorin cytosolic pH fluorescence; S. cerevisiae; response, % at 10 µM; actives 0.37% (n = 350,000); in the data active means response mostly above about 7.3%, no sharp cut-off; inactive means mostly below about 5.4%; further: actives read high; inactives centre near 0; some compounds called inactive have numbers as strong as hits; reference of the scale not given here
Rtt109 Vps75: inhibitors of C. albicans Rtt109/Vps75 HAT, primary screen, biochemical, ThioGlo CoA-SH fluorescence, plate reader. Histone acetyltransferase RTT109 (Candida albicans (strain SC5314 / ATCC MYA-2876)), …. purified Rtt109/Vps75, 4 h. inhibition, % at 34.9 µM. actives 0.16% (n = 330,000). AID 540336, 2011;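 active means inhibition of at least 50% in every replicate; inconclusive means best replicate reaches 50% inhibition but some replicates fall short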
Target sequence (Q5AAJ8 whole entry, looked up): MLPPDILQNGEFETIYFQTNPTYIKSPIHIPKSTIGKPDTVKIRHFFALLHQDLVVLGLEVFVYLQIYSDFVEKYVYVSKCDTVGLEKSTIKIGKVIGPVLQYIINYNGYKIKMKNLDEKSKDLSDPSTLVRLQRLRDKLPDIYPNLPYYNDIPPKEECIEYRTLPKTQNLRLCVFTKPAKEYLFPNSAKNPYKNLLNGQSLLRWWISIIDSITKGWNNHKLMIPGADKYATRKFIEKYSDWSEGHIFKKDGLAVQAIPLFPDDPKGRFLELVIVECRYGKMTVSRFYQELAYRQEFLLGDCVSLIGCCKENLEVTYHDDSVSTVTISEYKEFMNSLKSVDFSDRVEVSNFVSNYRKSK
cardiac RTF act: cardiac RTF calcium sensitivity activators, primary screen, biochemical, IANBD-TnC fluorescence, EC20 calcium; Troponin I, cardiac muscle (Homo sapiens) + Troponin T, cardiac muscle (Homo sapiens) + …; IANBD-labeled TnC RTF fluorescence at EC20 calcium; 0% EC20 calcium, 100% full calcium; activation, % at 7.2 µM; actives 0.24% (n = 340,000); AID 493008, 2010;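 active means activation above the mean over all tested compounds plus 3 SD, cut at about 30% in these data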;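 further: rise in fluorescence read as greater calcium sensitivity of cardiac thin filaments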
Wnt bcat act: Wnt/beta-catenin pathway activators, primary screen, cell-based, plate reader, single point. AID 743398, 2014. actives 1.2% (n = 300,000). Wnt/beta-catenin reporter cell assay, activator. activation, % at 9.35 µM; in the data active means activation above about 30%, passing the limit was not always enough; inconclusive means no clear call, values can overlap the other calls;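 further: 0% = neutral control wells and 100% = positive control wells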
CAL PDZ FP-2: untagged CAL PDZ binding inhibitors, primary screen, biochemical, fluorescence polarization, HTS. AID 602252, 2012. actives 0.92% (n = 300,000). Golgi-associated PDZ and coiled-coil motif-containing protein (Homo sapiens), Q9HD26. purified CAL PDZ, TMR-peptide fluorescence polarization, 1 h. inhibition, % at 24.9 µM;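 active means mean inhibition of at least 30% with at least half of replicates also reaching 30%; inconclusive means no clear call, values can overlap the other calls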;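 further: 0% = DMSO neutral control and 100% = excess unlabeled competitor peptide PRC23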
MITF act: activators of MITF-driven TRPM1 promoter reporter, primary screen, cell-based, SK-MEL-5, luciferase, single point; SK-MEL-5 TRPM1-promoter luciferase, 24 h; % of positive control, neutral wells = 0; activation, % at 12.5 µM; actives 0.75% (n = 300,000); AID 588334, 2011;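 active means mean activation of at least 80% with every replicate also reaching 80%; inconclusive means mean reaches 80% but some replicate falls short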;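 further: 0% = neutral control wells and 100% = parthenolide positive control wells; values of inactives mirror those of a sister screen read the other way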
Tat export inh: E. coli Tat export inhibitors, primary screen, MC4100, TorA-mCherry reporter, fluorescence, single point; actives 0.036% (n = 340,000); inhibition, % at 10 µM;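 active means mean replicate inhibition at least 50% and at least half of replicates individually reaching 50%; inconclusive means only one of the two criteria met; inactive means neither criterion met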;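 further: exported cargo escapes ClpAP degradation while cytoplasmic cargo is degraded and loses fluorescence; 0% = median of neutral control wells and 100% = median of NaSCN control wells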
The depositor's hits bear a star; u = inconclusive; x = no result given; + = active, no number; & = joins results of further samples. No enrichment for hits; overall some 4.1% were active at least once.

SMILES	CDK5 p35 inh	CAL PDZ FP-1	dFosB act	V-ATPase pHluor	Rtt109 Vps75	cardiac RTF act	Wnt bcat act	CAL PDZ FP-2	MITF act	Tat export inh
CCOC(=O)c1c(CSc2ccc(C)cc2)oc2ccc(O)cc12	0.1	-0.9	-7	1	6	9	x	-4	13	10
COc1ccc(CC(=O)Nc2nc(-c3cccnc3)cs2)cc1	-0.5	-3.4	0	0	-5	0	x	-3	2	0
CC(C)Oc1ccccc1OCCN(C)C	0.7	-0.9	4	2	-8	6	2	-1	1	-5
O=S(=O)(c1ccc(Br)s1)N1CCN(c2ccnc3cc(Cl)ccc23)CC1	0.4	-1.2	0	-3	5	x	9	-1	x	0
CC1=C(C(N)=O)C(c2cccnc2)n2nc(-c3cccc(Cl)c3)nc2N1 (configuration not stated)	-0.7	-1.0	2	4	-3	7	-7	-4	x	-1
Cc1cc[n+](CC(=O)N2CCCc3ccccc32)cc1	2.2	0.1	7	-3	-5	-4	0	-2	1	6
CCOC(=O)c1nnn(-c2nonc2-n2cccc2)c1-c1cccc([N+](=O)[O-])c1	9.6	-2.1	-9	0	-14	-3	-2	-3	-9	2
O=C(Cc1ccccc1)Nc1cc2c(cc1Cl)OCCCO2	-2.3	0.2	-7	1	-3	4	14	-4	94*	1
Cc1cc(C(=O)NCc2ccc(S(N)(=O)=O)cc2)c(C)o1	-0.5	x	-1	2	7	-2	-1	1	-5	-1
CC(C)CNC(=O)c1ccccc1NC(=O)Nc1ccccc1	1.1	-0.8	2	-5	-8	-7	u	-3	5	0
CC1CN(C(=O)CCC(=O)NCCCN2C(C)CCCC2C)c2ccccc2O1 (configuration not stated)	1.1	-0.6	-3	1	8	2	-3	-1	x	-3
COc1ccc(S(=O)(=O)N(C)CC(=O)NCCC2=CCCCC2)cc1	2.2	x	-1	-1	1	5	-7&0	-6	-10	-2
CC(C)OC(=O)/C(=C\c1cccc2ccccc12)NC(=O)c1ccccc1	-1.5	-1.4	-2	3	0	1	1	-2	-3	-2
CC(C)C(=O)NC(=S)Nc1ccccc1C(=O)Nc1ccccc1	-1.8	-2.9	-2	-1	-2	5	2	0	-2	-5
CCC12CN3CCN(CC(C3)/C1=N\NC(=O)c1ccc(C(C)(C)C)cc1)C2	0.9	-0.5	-5	0	-2	-1	-2	-2	3	-7

Some of these compounds in order of their number in Wnt bcat act, high to low:
SMILES	CDK5 p35 inh	CAL PDZ FP-1	dFosB act	V-ATPase pHluor	Rtt109 Vps75	cardiac RTF act	Wnt bcat act	CAL PDZ FP-2	MITF act	Tat export inh
CC(C)Oc1ccccc1OCCN(C)C	0.7	-0.9	4	2	-8	6	2	-1	1	-5
Cc1cc[n+](CC(=O)N2CCCc3ccccc32)cc1	2.2	0.1	7	-3	-5	-4	0	-2	1	6
CC1CN(C(=O)CCC(=O)NCCCN2C(C)CCCC2C)c2ccccc2O1 (configuration not stated)	1.1	-0.6	-3	1	8	2	-3	-1	x	-3

Remaining list, next part.
SMILES	CDK5 p35 inh	CAL PDZ FP-1	dFosB act	V-ATPase pHluor	Rtt109 Vps75	cardiac RTF act	Wnt bcat act	CAL PDZ FP-2	MITF act	Tat export inh
Cc1cc(NC(=O)CCNS(=O)(=O)c2cc(Br)cnc2N)ccc1Br	-1.4	-2.7	-9	0	1	3	-3	-2	-12	-1
CCCCN(C)C(=O)c1cn(-c2cccc(OC)c2)c(=O)c2ccccc12	0.4	-1.1	-10	-2	-6	-1	4	-3	-2	12
CC(C)(C)NC(=O)C(c1ccncc1)N(C(=O)Cn1nnc(-c2ccc(F)cc2)n1)c1ccc(F)cc1 (configuration not stated)	-0.3	-2.0	-5	-5	7	5	-1	-3	5	-12
CNC(=O)CSc1nc(SC)ns1	-2.3	-2.6	0	7	-5	2	10	-1	-9	-7
Cn1nc(C(F)(F)F)c(-c2ccccc2)c1N	0.2	0.2	7	2	3	-2	-1	-4	-4	1
COc1ccc(N2CC(C(=O)NCCS(=O)(=O)N3CCN(c4ccccc4)CC3)CC2=O)cc1 (configuration not stated)	0.8	-1.9	0	1	1	-4	2	-2	0	2
Cn1c(=O)c2c(nc(NCC3CCCC(CN)C3)n2Cc2ccc(Cl)cc2Cl)n(C)c1=O (configuration not stated)	-0.8	0.5	7	1	-7	1	-1	0	8	2
O=c1c2ccccc2nc2n1CCN2Cc1ccc(Cl)cc1	3.9	-3.5	-5	2	x	3	1	-3	8	1
COc1ccc(/C=N/OC/C(O)=C(\C#N)c2nc3ccccc3[nH]2)cc1OC	0.3	0.2	5	1	-17	-4	-8	-4	0	0
COc1ccc(CNC(=O)CCNS(=O)(=O)c2ccc(NC(C)=O)cc2)cc1OC	2.1	-0.6	-3	-3	0	4	0	-5	-2	0
COC(=O)c1sccc1NC(=O)CC1C(=O)NCCN1C(=O)c1ccc(F)cc1 (configuration not stated)	0.1	0.2	-11	-2	3	1	4	1	3	10
CCOC(=O)N1CCC(N2Cc3cccc(C(=O)Nc4cc(F)ccc4F)c3C2=O)CC1	1.7	-0.6	-12	2	2	5	-5	x	x	11
O=C(Nc1ccc2c(c1)OCO2)N1CCN(c2cccc(C(F)(F)F)c2)CC1	0.7	x	-11	x	-3	-3	x	-6	x	-2
COc1cccc(CNC(=O)c2c[nH]n3c(=O)c(Cl)c(C)nc23)c1	2.3	-0.7	-9	0	5	-11	-7	x	15	8
CSc1nc2nc3c(cn2n1)C(=O)CC(c1ccccc1)C3 (configuration not stated)	-0.9	-1.6	-5	-1	0	6	x	-21	-10	-8
CCOc1cc(C(=O)NC(C)CC)cc(OCC)c1OCC (configuration not stated)	-0.6	-1.3	-15	-5	2	9	-3	-3	-2	-7
CCOc1cccc(OCCOCCn2cnc3ccccc3c2=O)c1	2.5	-1.4	-5	4	x	-4	-2	-1	0	-1
CCOc1ccc(C(=O)N2CCC3(CC2)NCCc2[nH]cnc23)cc1OCC	0.7	-0.6	-3	2	20	4	0	x	-11	-9
CN(C)S(=O)(=O)c1cccc(C(=O)N2CCN(C(=O)C3CCCO3)CC2)c1 (configuration not stated)	-0.2	-1.4	4	-2	4	-4	0	-6	5	3
Cc1ccc2c(c1)COc1c3ccc(C(=O)NCC4CC4)cc3nn1-2	0.4	-5.8	0	2	-10	-4	18	0	78	1
O=C(Nc1nonc1-c1ccc(F)cc1)c1ccco1	-1.9	-2.5	0	-3	11	-3	-3	-1	2	-9
CCN(CCc1ccccc1)c1ccc2c(c1)C1CC2CCN1C(=O)OCc1ccccc1 (configuration not stated)	-0.4	0.8	-1	-1	-1	6	-2	-3	-1	2
Cc1nn(-c2cc(C)c3ccccc3n2)c2c1CCC2	0.0	-0.5	4	1	-9	0	x	x	29	10
CC1CN(C(=O)COC(=O)c2cc([N+](=O)[O-])ccc2Cl)CC(C)O1 (configuration not stated)	0.7	0.4	3	-2	0	1	-2	x	-10	-7
COc1ccc(C(C(=O)NCc2ccccc2)N(C(=O)c2snc(C(N)=O)c2N)c2ccccc2OC)cc1OC (configuration not stated)	-1.3	-0.9	1	-2	-7	-4	-2	x	-6	6
CCOC(=O)Nc1ccc2c(c1)Nc1ccccc1S2	-0.6	-0.5	-6	-2	-1	0	x	1	14	7
Cc1c(-c2ccccc2)oc2c(C(=O)N3CCN(c4ccccc4F)CC3)cccc2c1=O	-0.2	-4.9	-13	5	6	4	x	-5	3	9
COc1ccc2nccc(C(N)=O)c2c1	-0.8	-0.1	-7	1	8	7	0	-1	3	-5
COc1ccc(/C=N/OCc2ccc(Br)cc2)c(OC)c1	-1.2	2.2	0	-2	7	-4	9	-1	41	-7
COC(=O)c1c(C)[nH]c(C)c1-c1ccccc1	1.7	-0.3	16	2	3	-3	0	-2	1	13
CCCOc1ccc2c(=O)c(N3C(=O)c4ccccc4C3=O)c(C)oc2c1	-0.1	0.4	-8	-1	-3	-3	-2	-5	-3	-1
CC(C)c1ccccc1OS(N)(=O)=O	0.2	-1.1	-2	6	-2	-4	0	8	-2	3
CC(C)CNc1c(N)c(=O)oc2ccccc12	1.5	0.0	7	-3	-3	-9	x	-3	-2	-1
OC(CN1CCN(c2ccccc2)CC1)c1c[nH]c2ccccc12 (configuration not stated)	2.1	-0.9	-3	-2	4	4	x	-2	-17	-9
CCOC(=O)N1CCC(NS(=O)(=O)c2ccc3c(c2)C(C)(C)C(=O)N3C)CC1	-5.9	-1.5	3	1	-2	3	-5	-5	-4	-4
O=C(CN1C(=O)C2CC=CCC2C1=O)NCC1COc2ccccc2O1 (configuration not stated)	-3.1	-0.6	6	-2	9	6	x	-7	-19	24
O=C(c1ccco1)N1CCN(S(=O)(=O)c2ccc3c(c2)OCCO3)CC1	1.1	-0.4	-3	2	-1	6	x	-5	19	-2
CCN(CC)c1ccc2cc(-c3nc4ccccc4[nH]3)c(=O)oc2c1	-2.3	-0.8	-7	-10	8	+	x	x	-80	2
O=C(COC(=O)c1n[nH]c2ccccc12)c1cc(F)ccc1F	1.4	0.7	-11	8	1	4	-2	1	-8	2

Profiles, quoted from the list. Order of values: CDK5 p35 inh, CAL PDZ FP-1, dFosB act, V-ATPase pHluor, Rtt109 Vps75, cardiac RTF act, Wnt bcat act, CAL PDZ FP-2, MITF act, Tat export inh
O=C(Nc1nonc1-c1ccc(F)cc1)c1ccco1 as listed: -1.9, -2.5, 0, -3, 11, -3, -3, -1, 2, -9
CN(C)S(=O)(=O)c1cccc(C(=O)N2CCN(C(=O)C3CCCO3)CC2)c1 (configuration not stated) as listed: -0.2, -1.4, 4, -2, 4, -4, 0, -6, 5, 3
COc1ccc(S(=O)(=O)N(C)CC(=O)NCCC2=CCCCC2)cc1 as listed: 2.2, x, -1, -1, 1, 5, -7&0, -6, -10, -2
CC(C)CNc1c(N)c(=O)oc2ccccc12 as listed: 1.5, 0.0, 7, -3, -3, -9, x, -3, -2, -1
COc1ccc(CC(=O)Nc2nc(-c3cccnc3)cs2)cc1 as listed: -0.5, -3.4, 0, 0, -5, 0, x, -3, 2, 0
